From PubChem
NSD2 HMT inh: NSD2 histone methyltransferase inhibitors, primary screen, biochemical, AlphaScreen, single concentration, set 2 | AID 743445, 2014 | inhibition, % at 12.5 µM | Histone-lysine N-methyltransferase NSD2 (Homo sapiens), O96028 | 0.54% of 310,000 active | NSD2 peptide methylation, 120 min; in the data active = inhibition above about 50%
MITF TRPM1 HTS: activators of MITF-driven TRPM1 promoter reporter, primary screen, cell-based, SK-MEL-5, luciferase, single point; SK-MEL-5 TRPM1-promoter luciferase, 24 h; % of positive control, neutral wells = 0; activation, % at 12.5 µM; 0.75% of 300,000 active; AID 588334, 2011;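 active = mean activation of at least 80% with every replicate also reaching 80%; inconclusive = mean reaches 80% but some replicate falls short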;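 also: 0% = neutral control wells and 100% = parthenolide positive control wells; values of inactives mirror those of a sister screen read the other way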
HTR5A inv ag: HTR5A inverse agonists in luminescence cell assay, primary screen, counter-screen for OPRM1-OPRD1 heterodimer inverse agonist project, full-deck HTS; HTR5A cell line, inverse agonism; inhibition, % at 9.3 µM; 0.083% of 340,000 active; in the data active = inhibition mostly above about 23%, no sharp cut-off; inactive = mostly below about 18%;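 also: 0% = cells with DMSO and 100% = no-cell wells with DMSO; some compounds called inactive have numbers as strong as hits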
Target sequence (P47898 whole entry, looked up): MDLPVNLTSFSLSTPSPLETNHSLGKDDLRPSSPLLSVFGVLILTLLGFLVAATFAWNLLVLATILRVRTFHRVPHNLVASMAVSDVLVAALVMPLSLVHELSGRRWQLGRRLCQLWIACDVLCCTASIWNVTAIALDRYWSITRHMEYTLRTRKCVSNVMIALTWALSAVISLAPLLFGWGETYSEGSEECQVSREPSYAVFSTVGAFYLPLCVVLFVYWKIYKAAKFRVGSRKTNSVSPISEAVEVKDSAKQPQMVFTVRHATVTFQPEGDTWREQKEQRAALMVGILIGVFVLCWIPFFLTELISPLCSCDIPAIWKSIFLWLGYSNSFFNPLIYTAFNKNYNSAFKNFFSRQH
dFosB activator: activators of delta FosB homodimer, primary screen, biochemical, fluorescence polarization, TAMRA-CDK5 oligo, single point. Protein FosB (Mus musculus), P13346. purified delta FosB; percent of positive-control signal above neutral wells. activation, % at 25 µM. 0.99% of 340,000 active;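 active = mean activation above about 17%, with every replicate also reaching it, limit read from the data, passing the limit was not always enough; inconclusive = only one of the two conditions met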;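 also: fluorescence polarization rise as delta FosB binds a TAMRA Cdk5 AP-1 oligo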
V-ATPase pHluor: regulators of yeast V-ATPase proton pumping, primary screen, pHLuorin cytosolic pH fluorescence; response, % at 10 µM; 0.37% of 350,000 active; S. cerevisiae; in the data active = response mostly above about 7.3%, no sharp cut-off; inactive = mostly below about 5.4%; also: actives read high; inactives centre near 0; some compounds called inactive have numbers as strong as hits; reference of the scale not given here
PvdQ acylase: P. aeruginosa PvdQ acylase inhibitors, primary screen, biochemical, fluorescence, plate reader and imaging, single point; PvdQ acylase [Pseudomonas aeruginosa LESB58]; purified PvdQ acylase; inhibition, % at 10 µM; 0.063% of 340,000 active; AID 488965, 2010; in the data active = inhibition above about 30%, passing the limit was not always enough; inconclusive = no clear call, values can overlap the other calls;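 also: 0% = vehicle neutral wells and 100% = reference inhibitor wells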
CDK5 p35 inh: inhibitors of human CDK5/p35 kinase, primary screen, biochemical, single concentration. 0.01% of 330,000 active. AID 488839, 2010. Cyclin-dependent kinase 5 (Homo sapiens) + Cyclin-dependent kinase 5 activator 1 (Homo …. Recombinant CDK5/p35, ADP-Glo luminescence, 60 min. inhibition, % at 10 µM;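 active = highest replicate inhibition of at least 50% and at least 75% of replicates reaching 50%; inconclusive = only one of the two criteria met; inactive = both criteria failed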;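 also: plate controls were DMSO neutral control for no effect and GW8510 at 10 µM for full effect; many of its hits are not listed in these tables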
Target sequence (Q00535 whole entry, looked up): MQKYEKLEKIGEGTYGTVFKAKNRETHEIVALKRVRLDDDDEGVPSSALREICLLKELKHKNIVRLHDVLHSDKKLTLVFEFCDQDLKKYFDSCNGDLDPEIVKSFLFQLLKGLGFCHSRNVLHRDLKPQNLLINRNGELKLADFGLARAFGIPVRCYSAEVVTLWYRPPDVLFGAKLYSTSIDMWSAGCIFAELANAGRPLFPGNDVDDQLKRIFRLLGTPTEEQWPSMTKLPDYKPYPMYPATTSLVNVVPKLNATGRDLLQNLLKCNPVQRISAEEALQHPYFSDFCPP
Target sequence (Q15078 whole entry, looked up): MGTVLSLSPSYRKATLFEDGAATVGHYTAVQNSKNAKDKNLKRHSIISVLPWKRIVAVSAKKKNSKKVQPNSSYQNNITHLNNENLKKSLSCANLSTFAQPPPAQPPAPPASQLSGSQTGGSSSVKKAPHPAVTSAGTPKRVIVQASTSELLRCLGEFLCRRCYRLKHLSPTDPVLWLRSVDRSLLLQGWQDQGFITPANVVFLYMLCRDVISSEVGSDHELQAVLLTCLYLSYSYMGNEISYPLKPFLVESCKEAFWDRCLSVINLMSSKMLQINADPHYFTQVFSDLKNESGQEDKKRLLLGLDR
Wnt bcat act: Wnt/beta-catenin pathway activators, primary screen, cell-based, plate reader, single point | Wnt/beta-catenin reporter cell assay, activator | activation, % at 9.35 µM | 1.2% of 300,000 active; in the data active = activation above about 30%, passing the limit was not always enough; inconclusive = no clear call, values can overlap the other calls;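 also: 0% = neutral control wells and 100% = positive control wells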
HTR5A ag ctr: HTR5A agonists in luminescence cell assay, primary screen, counter-screen for OPRM1-OPRD1 heterodimer agonist project, full-deck HTS | cell-based | AID 504692, 2011 | activation, % at 9.3 µM | 0.61% of 340,000 active; in the data active = activation mostly above about 9.5%, no sharp cut-off; inactive = mostly below about 7.6%;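 also: 0% = cells with vehicle only and 100% = reference agonist; strong numbers were not always called active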
SR-BI HDL uptake: inhibitors of SR-BI mediated HDL lipid uptake, primary screen, ldlA[mSR-BI] cells, fluorescence, single point; Scavenger receptor class B member 1 (Mus musculus), Q61009; ldlA[mSR-BI] CHO cells, DiI-HDL uptake fluorescence, 3 h; inhibition, % at 12.5 µM; 0.96% of 320,000 active;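 active = mean replicate inhibition of at least 70% and a set share of replicates each scoring 70 or more; inconclusive = meets just one of the two criteria; inactive = fails both criteria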;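 also: 0% = median of neutral control wells and 100% = median of positive control wells; values of inactives mirror those of a sister screen read the other way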
Active calls of the source: *; ? = inconclusive; . = not tested or not shown.

Start of the data: the first 15 entries as a preview:
SMILES	NSD2 HMT inh	MITF TRPM1 HTS	HTR5A inv ag	dFosB activator	V-ATPase pHluor	PvdQ acylase	CDK5 p35 inh	Wnt bcat act	HTR5A ag ctr	SR-BI HDL uptake
C/C(N)=C(/C#N)C(=O)COC(=O)c1cc2c(s1)CCCC2	0	57	3	-11	2	-11	-1.1	-1	5	24
CCOC(=O)c1c(-c2ccc(C)s2)csc1NC(=O)c1cccs1	-2	14	10	-4	3	-6	-3.5	.	-2	28
Cc1ccc(NC(=O)CN(C)C(=O)Cc2coc3cc(C)c(C)cc23)cc1	3	4	-17	-8	4	14	-0.5	2	6	-9
COc1ccc(-c2nnc(NC(=O)c3cc(C)on3)s2)cc1	.	23	-6	-2	0	3	-1.4	.	3	-21
CC(C)=CCN1CCN(Cc2cccc3c2OCO3)CC1CCO (stereo not given)	4	5	25	-3	-1	-13	0.5	1	0	-27
Cc1ccc(CNC(=O)C2CCN(S(=O)(=O)N3CCCCC3)CC2)cc1	0	0	-19	-5	3	2	-1.6	-1	4	5
CCc1ccc(NC(=O)CNC(=O)[C@@H]2Cc3ccccc3CN2)cc1	-1	0	-7	-3	1	-9	0.4	1	-2	-10
COCCNC(=O)Nc1ccc2nc(-c3ccco3)c(-c3ccco3)nc2c1	104*	26	1	-31	3	-5	0.7	-1	-2	14
CCc1ccccc1NC(=O)COc1ccc2c(c1)OCO2	1	34	-1	-6	0	-12	6.1	5	-4	-1
COc1ccc(-c2cn(-c3ccc(C)cc3C)c(=O)[nH]2)cc1OC	.	3	-38	-3	3	-2	1.5	-3	1	0
CCOc1ccc(-c2nnc(-c3cccnc3)o2)cc1OCC	-6	.	1	-33	-6	-13	-0.6	1	0	19
Cc1cccc(NC(=O)CNC(=O)CN2CCN(C)CC2)c1C	-2	7	2	1	-6	-3	-1.1	10	-1	-11
CC(=O)c1ccc(NC(=O)Nc2ncn(Cc3cccc(C)c3)n2)cc1	-1	.	11	-10	-4	-11	0.6	.	9	10
COC(=O)c1ccc2c(=O)n(CCN3CCOCC3)c(SCC(=O)Nc3ccc(C)cc3)nc2c1	-3	14	-4	1	2	-10	-0.9	-3	4	4
COC(=O)c1c(NC(=O)CCCC(=O)O)sc(C)c1C	-1	-5	-15	-1	4	-9	1.1	-1	5	-6

All compounds of this part, previewed entries included:
SMILES	NSD2 HMT inh	MITF TRPM1 HTS	HTR5A inv ag	dFosB activator	V-ATPase pHluor	PvdQ acylase	CDK5 p35 inh	Wnt bcat act	HTR5A ag ctr	SR-BI HDL uptake
C/C(N)=C(/C#N)C(=O)COC(=O)c1cc2c(s1)CCCC2	0	57	3	-11	2	-11	-1.1	-1	5	24
CCOC(=O)c1c(-c2ccc(C)s2)csc1NC(=O)c1cccs1	-2	14	10	-4	3	-6	-3.5	.	-2	28
Cc1ccc(NC(=O)CN(C)C(=O)Cc2coc3cc(C)c(C)cc23)cc1	3	4	-17	-8	4	14	-0.5	2	6	-9
COc1ccc(-c2nnc(NC(=O)c3cc(C)on3)s2)cc1	.	23	-6	-2	0	3	-1.4	.	3	-21
CC(C)=CCN1CCN(Cc2cccc3c2OCO3)CC1CCO (stereo not given)	4	5	25	-3	-1	-13	0.5	1	0	-27
Cc1ccc(CNC(=O)C2CCN(S(=O)(=O)N3CCCCC3)CC2)cc1	0	0	-19	-5	3	2	-1.6	-1	4	5
CCc1ccc(NC(=O)CNC(=O)[C@@H]2Cc3ccccc3CN2)cc1	-1	0	-7	-3	1	-9	0.4	1	-2	-10
COCCNC(=O)Nc1ccc2nc(-c3ccco3)c(-c3ccco3)nc2c1	104*	26	1	-31	3	-5	0.7	-1	-2	14
CCc1ccccc1NC(=O)COc1ccc2c(c1)OCO2	1	34	-1	-6	0	-12	6.1	5	-4	-1
COc1ccc(-c2cn(-c3ccc(C)cc3C)c(=O)[nH]2)cc1OC	.	3	-38	-3	3	-2	1.5	-3	1	0
CCOc1ccc(-c2nnc(-c3cccnc3)o2)cc1OCC	-6	.	1	-33	-6	-13	-0.6	1	0	19
Cc1cccc(NC(=O)CNC(=O)CN2CCN(C)CC2)c1C	-2	7	2	1	-6	-3	-1.1	10	-1	-11
CC(=O)c1ccc(NC(=O)Nc2ncn(Cc3cccc(C)c3)n2)cc1	-1	.	11	-10	-4	-11	0.6	.	9	10
COC(=O)c1ccc2c(=O)n(CCN3CCOCC3)c(SCC(=O)Nc3ccc(C)cc3)nc2c1	-3	14	-4	1	2	-10	-0.9	-3	4	4
COC(=O)c1c(NC(=O)CCCC(=O)O)sc(C)c1C	-1	-5	-15	-1	4	-9	1.1	-1	5	-6
COC(=O)C1C(c2ccc(Cl)cc2)NC(c2ccc(Cl)cc2)C(C(=O)OC)S1(=O)=O (stereo not given)	.	8	-12	2	0	6	-1.8	-3	2	26
CCCCc1c(C)c2ccc(OC)c(/C(C)=N\O)c2oc1=O	-2	7	14	-6	7	-11	0.2	.	-6	-1
CN(CC(=O)Nc1ccc(OC(F)(F)F)cc1)C(=O)/C=C/c1ccco1	1	4	-8	-20	1	-8	1.3	0	3	-6
CC1CCCCN1CCNC(=O)C1CC(=O)N(c2ccc(F)c(Cl)c2)C1 (stereo not given)	7	1	0	-5	-1	-16	1.7	-3	0	11
CC1CCC(NC(=O)c2ccc(N3CCCC3=O)cc2)CC1 (stereo not given)	6	30	8	-3	6	-4	2.1	.	-6	-13
Cc1ccc(N2CC(C(=O)OCC(=O)Nc3cccc(Cl)c3C)CC2=O)cc1 (stereo not given)	0	7	6	?	-2	-5	1.6	-6	-2	-45
OCCC1CN(Cc2cnc(-c3ccc(Cl)cc3)nc2)CCN1C1CCCCC1 (stereo not given)	12	-21	-22	-5	0	1	-0.6	-2	7	22
Cc1cc(NC(=O)c2ccc(Cl)cc2)n(CCOC(=O)c2ccc(Cl)cc2)n1	-2	-17	-32	-8	5	-6	0.4	.	2	9
COc1ccccc1NC(=O)CN1CCSc2ccccc21	2	-10	-1	-10	-2	-7	-0.1	-2	-2	0
CCOc1ccc(NC(=O)COc2ccc(C(=O)NC(C)c3ccc(S(N)(=O)=O)cc3)cc2OC)cc1 (stereo not given)	-1	-2	11	-2	3	-17	0.2	-2	-4	67

Quoted at random: 2 records from the list.
SMILES	NSD2 HMT inh	MITF TRPM1 HTS	HTR5A inv ag	dFosB activator	V-ATPase pHluor	PvdQ acylase	CDK5 p35 inh	Wnt bcat act	HTR5A ag ctr	SR-BI HDL uptake
Cc1ccc(NC(=O)CN(C)C(=O)Cc2coc3cc(C)c(C)cc23)cc1	3	4	-17	-8	4	14	-0.5	2	6	-9
CCOc1ccc(-c2nnc(-c3cccnc3)o2)cc1OCC	-6	.	1	-33	-6	-13	-0.6	1	0	19

Other records follow:
SMILES	NSD2 HMT inh	MITF TRPM1 HTS	HTR5A inv ag	dFosB activator	V-ATPase pHluor	PvdQ acylase	CDK5 p35 inh	Wnt bcat act	HTR5A ag ctr	SR-BI HDL uptake
Cc1ccc(CS(=O)(=O)c2ncc(Cl)c(C(=O)Nc3ccc(OC(F)F)cc3)n2)cc1	1	-82	4	-4	-4	11	-2.1	-11	-1	8
Fc1cccc(Nc2nc(-c3ccncc3)nc3ccccc23)c1	-1	14	-20	-22	0	-10	-1.3	.	6	66
CC(C)(C)OC(=O)NCCCCCC(=O)N/N=C/c1coc2ccccc2c1=O	0	.	12	-13	9	-18	-7.1	22	-2	-11
CCN(C(=O)COC(=O)C1=COCCO1)c1ccccc1	0	0	4	-7	-1	-13	0.4	-2	-1	-5
CC1COc2ccccc2N1C(=O)c1cccnc1Cl (stereo not given)	-1	-3	-14	-2	-1	-6	-0.6	1	-1	25
CCOC(=O)N1CCC(NC(=O)c2cc(COc3ccccc3SC)on2)CC1	0	15	-24	-9	-2	-3	-1.0	2	0	39
Cc1cccc(OCCCN2CCOCC2)c1	4	11	-19	-11	-4	-13	0.9	-3	10	-13
CC(NC(=O)COc1ccc(Br)cc1)C(=O)O (stereo not given)	.	4	-8	-6	-2	-12	1.4	.	-1	-11
CCOC(=O)Cn1c(-c2ccc(OC)cc2)c(-c2ccc(OC)cc2)nnc1=O	9	.	10	-9	-1	-5	-1.5	-1	-3	-3
COc1ccc(-n2c(Cn3c(=O)sc4ccccc43)nnc2SCC(=O)N2CCOCC2)cc1	.	2	0	-9	1	-6	0.1	0	0	-2
CCSc1ccc(-c2ccc(C)cc2)nn1	-1	75	-21	-5	0	14	1.8	4	2	-2
Cc1cc(NC(=O)COC(=O)C2=NN(c3ccccc3)C(=O)CC2)c([N+](=O)[O-])cc1C	-1	-6	0	-6	2	9	-0.6	-1	-1	-12
O=C1CCCCCC1C1(O)C(=O)Nc2ccccc21 (stereo not given)	9	-3	-15	-8	-2	-10	0.8	-3	6	.
COc1ccc(/C=C/c2nc3ccccc3c(=O)o2)cc1	.	-7	3	-7	0	-13	-0.6	0	-1	-15
COc1cccc(CN(CC(=O)NC2CCCC2)C(=O)CCC(=O)Nc2cc(C)on2)c1	1	2	-8	1	-1	-2	1.1	.	-4	-7
COc1c(C)cc(C(=O)C2CCCN(C(=O)Cn3nc(C)nc3C)C2)cc1C (stereo not given)	0	-1	13	-9	-2	13	1.0	0	1	-13
COc1ccccc1C(=O)NCCC(=O)N1CCCC(C(F)(F)F)C1 (stereo not given)	-3	-6	-3	-9	0	-12	0.4	-1	2	2
O=C(OCc1nnc(-c2ccccc2)o1)c1cccc(-n2cnnn2)c1	0	2	10	-4	1	-14	0.4	1	-4	8
CCc1ccc(N(C(=O)CNC(=O)c2ccco2)C(C(=O)NCC2CCCO2)c2ccccc2)cc1 (stereo not given)	0	0	2	2	-2	3	1.0	1	5	4
O=C(NCC1CCCO1)C1CCN(S(=O)(=O)c2ccccc2)CC1 (stereo not given)	0	15	-5	3	-1	12	0.1	8	2	5
CN(C)CCCNC(=O)c1ccc(Cl)c(S(=O)(=O)N(C)c2ccccc2)c1	6	.	-19	5	-1	-5	-0.4	.	7	-35
CC1(C)CC(=O)c2cc(OCC(=O)O)ccc2O1	-1	1	17	-1	-1	-7	0.8	-4	0	-5
Cc1ccc(S(=O)(=O)N2CCOCC2)cc1NC(=O)CSc1nnc(C2CC2)n1C1CC1	-1	-1	11	-5	-4	-6	0.1	1	3	1
Nc1cc2c([N+](=O)[O-])cccc2o1	7	-21	10	1	-1	-8	-0.1	-2	-4	.
COc1ccc(OC)c(-c2csc(N(Cc3ccco3)C(=O)c3cccs3)n2)c1	10	.	2	-14	0	-6	0.0	.	-1	48
COc1ccc(CCNC(=O)C2CCN(S(=O)(=O)c3ccc(Cl)cc3)CC2)cc1OC	-1	-3	-4	-9	0	-2	-2.6	.	2	25
Cc1c(C)c2ccc(O[C@@H]3O[C@H](CO)[C@H](O)[C@H](O)[C@H]3O)c(C)c2oc1=O	0	2	5	-1	-4	0	0.9	1	-1	-9
